# uPA generation – cell surface uPA generation inhibition; cell surface uPA generation assay, qHTS; Potency, µM (top dose mostly 38.3 µM), for inactives: at the highest dose activity change, negative = inhibition, actives largely listed as inhibitors; 330,000 tested, 0.31% active; active = well fitted inhibition curve with a large enough effect; inconclusive = small, poorly fitted or top-dose-only effect; inactive = no such curve, though single readings can be large or run the other way; tested in mouse RAW 264.7 cells; note: potency is the fitted concentration of half-maximal effect; nearly all actives have a fitted effect of over 55% in size
# Eya2 inh – Eya2 (human) phosphatase inhibition; O00167; recombinant Eya2, OMFP fluorescence dephosphorylation (OMFP is methylfluorescein phosphate); Potency, µM (titrated, usually from 76.9 µM), for inactives: at the highest dose activity, negative = inhibition, hits mostly inhibitors; 330,000 tested, 0.006% active; AID 488837; note: potency is the fitted concentration of half-maximal effect
#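 Eya2 protein (added as 0.2 uM solution) was preincubated with compound for 10 min at ambient temperature in 50 mM HEPES pH 7.5, 50 mM NaCl, 5 uM MgCl2, 0.05% BSA, 1 mM DTT. OMFP (added at 50 uM) then reacted 10 min; fluorescence read at 485/525 nm.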
# BCR signal inh – chronic active BCR signaling inhibition; 340,000 tested, 0.05% active; AID 493014; Potency, µM (titrated, usually from 46.1 µM), for inactives: at the top dose ratio change, negative = lower green/red ratio, hits mostly inhibitors; ABC-DLBCL IkBa-CBG/CBR reporter, luminescence ratio, 4 h; active = well fitted inhibition curve with a large enough effect in the signal ratio, with a control signal flat, not every such curve was filed as active; inconclusive = small, poorly fitted or top-dose-only effect, or effect the other way, or a change in a side signal; the % refers to the signal ratio;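 note: potency is the fitted concentration of half-maximal effect; plate controls were basal doxycycline-induced cells for no effect and cells given 10 µM MG132 for full effect; MG132 reads +100%, hits lower the ratio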
#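 Concentration-response series (up to 46 uM) were applied to TMD8 dual-reporter cells for 4 h at 37C with doxycycline. Green/red ratio, after filter-overlap correction, defined %Activity; red signal alone was normalised to basal cells and zero luminescence.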
# PKM2 activator – PKM2 (human) enzyme activation. purified PKM2, Kinase-Glo ATP luminescence, activation; response scale: 0% is enzyme alone, no compound. P14618. 260,000 tested, 0.34% active. Potency, µM (highest dose often 57.5 µM), for inactives: at the highest dose activation, hits mostly activators; note: potency is the fitted concentration of half-maximal effect; nearly all actives have a fitted effect of over 55% in size
#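 Kinase-Glo luminescence reports ATP generated from ADP (0.1 mM) and PEP (0.5 mM) by purified hPK-M2 after 1 h at room temperature, pH 7.2 imidazole buffer; intermediate enzyme activity allows detecting inhibitors and activators.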
# GALK inhibitor – galactokinase (human) inhibition; 270,000 tested, 0.007% active; Purified GALK, Kinase-Glo residual ATP luminescence; Potency, µM (top dose mostly 57.5 µM), inactives show at the top dose activity change, negative = inhibition, hits mostly inhibitors; AID 1868; note: potency is the fitted concentration of half-maximal effect
# Target sequence (P51570 whole entry, looked up): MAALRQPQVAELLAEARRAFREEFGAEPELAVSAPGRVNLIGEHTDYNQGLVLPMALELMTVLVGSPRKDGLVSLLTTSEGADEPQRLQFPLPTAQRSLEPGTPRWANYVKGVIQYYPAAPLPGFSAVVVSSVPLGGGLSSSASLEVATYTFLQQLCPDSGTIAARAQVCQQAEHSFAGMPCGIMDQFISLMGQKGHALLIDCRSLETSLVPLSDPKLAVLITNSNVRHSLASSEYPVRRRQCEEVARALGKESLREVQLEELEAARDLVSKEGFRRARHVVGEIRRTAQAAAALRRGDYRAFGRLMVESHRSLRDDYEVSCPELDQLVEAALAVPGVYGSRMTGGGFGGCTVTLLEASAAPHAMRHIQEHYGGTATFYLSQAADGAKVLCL
#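 Compounds were pin-transferred into ATP buffer (35 uM final), then GALK plus galactose (5 nM, 100 uM final) was added. After 1 h at room temperature, Kinase-Glo Plus was added and luminescence read after 10 min.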
# B2AR arrestin – beta2AR (human) beta-arrestin recruitment activity | 330,000 tested, 0.02% active | beta-arrestin recruitment to beta2AR, cell-based reporter | P07550 | Potency, µM (series often up to 46.1 µM), without a hit: at the top dose activation, actives largely listed as activators;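 note: potency is the fitted concentration of half-maximal effect; 0% = DMSO controls and full agonism = EC100 isoproterenol or metaproterenol; nearly all actives have a fitted effect of over 65% in size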
# USP2a block – inhibitors of human ubiquitin-specific protease USP2a; 330,000 tested, 0.01% active; USP2 core, Ub-CHOP2 coupled fluorogenic reporter, 485/531; Potency, µM (top dose mostly 38.3 µM), inactives show top-dose activity change, negative = inhibition, usual class: inhibitors; O75604; AID 463254;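 note: potency is the fitted concentration of half-maximal effect; plate controls were DMSO wells for no effect and full inhibition by NEM control for full effect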
# Target sequence (O75604 whole entry, looked up): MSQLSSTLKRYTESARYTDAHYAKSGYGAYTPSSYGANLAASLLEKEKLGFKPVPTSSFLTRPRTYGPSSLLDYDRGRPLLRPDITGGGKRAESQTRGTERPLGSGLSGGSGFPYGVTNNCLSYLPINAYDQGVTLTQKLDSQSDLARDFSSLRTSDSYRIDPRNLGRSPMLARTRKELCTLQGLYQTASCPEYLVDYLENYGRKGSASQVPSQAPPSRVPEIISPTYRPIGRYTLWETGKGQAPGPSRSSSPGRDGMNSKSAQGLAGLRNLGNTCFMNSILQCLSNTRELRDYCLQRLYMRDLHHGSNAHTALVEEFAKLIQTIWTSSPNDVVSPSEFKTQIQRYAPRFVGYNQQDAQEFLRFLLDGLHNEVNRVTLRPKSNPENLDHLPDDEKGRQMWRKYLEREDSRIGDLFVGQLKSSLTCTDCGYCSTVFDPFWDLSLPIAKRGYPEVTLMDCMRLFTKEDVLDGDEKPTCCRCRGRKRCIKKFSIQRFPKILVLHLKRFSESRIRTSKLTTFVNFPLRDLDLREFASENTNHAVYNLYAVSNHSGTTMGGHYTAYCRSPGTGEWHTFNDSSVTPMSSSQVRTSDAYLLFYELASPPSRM
#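 USP2 core (10nM final) preincubated 30min RT with compound in 20mM Tris-HCl pH 8.0, 2mM CaCl2, 2mM beta-mercaptoethanol, 0.05% CHAPS; 25nM Ub-CHOP2 plus 25nM reporter substrate added, fluorescence (Ex485/Em531) read after 60min.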
# hERG WT inh – KCNH2 (human, wildtype) channel inhibition; Q12809; activity change, % at 1.84 µM; AID 720551; U2OS, BacMam KCNH2, thallium flux FluxOr; hits give low values; 340,000 tested, 0.37% active;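 active = maximum activity change below -70%; inconclusive = maximum activity change between -70% and -50%; inactive = maximum activity change above -50%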
#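 U2OS cells were transduced with wild-type KCNH2 virus (2.03 x 10^8 / mL) for 4 h at room temperature, then cultured overnight at 37 C. Thallium flux was read with FluxOr dye. Rate constants were normalized to DMSO controls.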
# KCNH2 3.1 block – blocks the human KCNH2 3.1 channel isoform; U2OS KCNH2 3.1, thallium flux FluxOr; hits give low values; activity change, % (tested at about 1.8 µM); 340,000 tested, 0.95% active; AID 720553;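 active = maximum activity change below -70%; inconclusive = maximum activity change from -70% to -50%; inactive = maximum activity change above -50%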;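 note: thallium influx rate constant from kinetic fluorescence after stimulation buffer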
#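 Virally transduced U2OS (3.1 isoform, 4 h infection in dark at RT) → overnight 37 C → FluxOr + Red40 in HBSS/HEPES, 45 min → stimulation buffer, 2 min kinetic read → rate constant vs DMSO controls.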
# Giardia killer – Giardia lamblia killing | Giardia lamblia trophozoite viability | activity change, % at 7.66 µM, hits read low | 340,000 tested, 0.15% active | AID 540267; in the data active = activity change below about -80%; inconclusive = between about -30% and that limit;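 note: parasites exposed to compound for two days anaerobically before the ATP read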
#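 Trophozoites 100 cells/well + cpd; 48 hrs, 37 deg C, anaerobic. ATPLite 1-Step added, 15-30 min RT, luminescence read (ATP-based viability).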
# FBPA coupling cs – counter-screen for Giardia aldolase inhibitors: coupling enzyme system; activity change, negative = inhibition, % at 58.2 µM, hits read low; 290,000 tested, 0.67% active; AID 2472; coupling enzyme system counterscreen, AmpLite Red fluorescence; in the data active = activity change below about -30%
#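 Fluorescence at 525 nm excitation and 598 nm emission measured inhibition of the coupled detection system without aldolase. Compounds (at 57.5 uM final) were preincubated 10 min at room temperature with coupling enzyme reagent before a 20 min substrate/AmpLite Red step.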
# * marks the source's active call; other numbers are inactive results; ? = inconclusive; / = no result given; [ ] = remark or other dose. Unless noted, calls come from the whole dose curve; as a rule, active = well fitted curve in the direction sought with a large enough effect; inconclusive = small, poorly fitted or top-dose-only effect, or another doubt; inactive = no such curve, though single readings can be large; an effect the other way counts as inactive or inconclusive. Unless noted, % is set by controls: 0 for no effect and ±100 for the full control effect.
SMILES,uPA generation,Eya2 inh,BCR signal inh,PKM2 activator,GALK inhibitor,B2AR arrestin,USP2a block,hERG WT inh,KCNH2 3.1 block,Giardia killer,FBPA coupling cs
COc1ccc(C2c3[nH]c4ccccc4c3CCN2C(=O)c2ccc(=O)n(C)n2)c(F)c1 (configuration not stated),-3%,2%,?,-6%,2%,-0.5%,-7%,-7,0,-9,-7
O=C(CCCSc1nc2ccccc2[nH]1)Nc1nnc(C2CC2)s1,6%,-2%,2%,2%,-2%,-0.6%,13%,22,/,-10,-5
Cc1ccc2c(CC(=O)OC(C)C(=O)NCc3ccc4c(c3)OCO4)coc2c1 (configuration not stated),3%,-7%,-1%,-7%,0%,-0.6%,1%,4,1,3,0
O=C(Nc1nnc(S(=O)(=O)N2CCCCCC2)s1)c1ccc(Cl)cc1,7%,-3%,?,/,-3%,0.1%,1%,-6,16,-17,/
N#Cc1c(NC(=O)c2ccccc2)sc2c1CCC2,-9%,17%,?,5%,-3%,0.3%,4%,2,-7,-10,-10
CCC(C)[C@H](N)c1nnc(SCc2cccc(F)c2)o1 (some centres not stated),/,-1%,0%,10%,3%,-0.5%,11%,-3,4,-11,0
O=C(Nc1ccccc1OC(F)F)c1ccc(-n2cncn2)c([N+](=O)[O-])c1,-2%,?,?,/,/,0.0%,0%,3,-4,1,/
COc1cc(NC(=O)c2cc3sccc3n2C)cc(OC)c1,/,-18%,?,-3%,-2%,0.2%,-8%,-4,-5,3,-7
CCOc1ccc(CCNC(=O)COC(=O)c2cc(OC)c(OC)c(OC)c2)cc1OCC,/,5%,0%,-4%,12%,-0.1%,1%,/,/,/,-5
Cc1ccccc1NC(=O)CSc1nc(N2CCCCC2)nc(N2CCCCC2)n1,/,-5%,-3%,2%,0%,-0.4%,1%,-2,0,-11,2
CCc1nc(-c2ccc(OC)c(OC)c2)cc2cc(OC)c(OC)cc12,-17%,-11%,-21%,-18%,0%,-0.5%,0%,0,7,2,-1
COc1cc2c(cc1OC)C(c1cc3cc4c(cc3[nH]c1=O)OCO4)N(C(=O)C(C)C)CC2 (configuration not stated),10%,-22%,?,16%,2%,-0.4%,2%,11,-2,2,0
CCn1c(NC(=O)c2cccs2)nc2ccccc21,/,3%,3%,12%,4%,-0.3%,7%,-10,-7,6,-10
Cc1cc(=O)nc2c3ccccc3n(CC(=O)NCCC3=CCCCC3)n12,-2%,-2%,-2%,/,-1%,0.1%,2%,-7,8,-1,/
CCCN(CCC)CCNC(=O)C1c2ccccc2C(=O)N2CCc3ccccc3C12 (configuration not stated),3%,-5%,2%,-8%,1%,-1.0%,-1%,-1,-2,23,1
COc1cc(C)ccc1OCc1cc(C(=O)N2CCCCCC2)no1,2%,-20%,17%,1%,/,-0.6%,-4%,23,-10,14,-1
O=C(CN1CCN(S(=O)(=O)c2ccc(Br)cc2)CC1)Nc1ccc(F)cc1,-6%,2%,?,24%,1%,-0.1%,-2%,6,-49,-4,-1
O=C(NCC(c1ccco1)N1CCc2ccccc21)C(=O)Nc1ccccc1F (configuration not stated),?,2%,-5%,/,/,0.0%,-1%,3,-23,37[activator],/
COc1cc(C(=O)COC(=O)C2CC2(Cl)Cl)cc(OC)c1OC (configuration not stated),1%,3%,-10%,/,/,-0.4%,2%,-5,5,9,/
CCCCOC(=O)Nc1nnc(Cc2ccc(Cl)cc2)s1,9%,12%,-1%,-15%,6%,-0.1%,0%,5,-1,?,-1
CC(OC(=O)c1cccs1)C(=O)NCc1cccs1 (configuration not stated),0%,-1%,?,3%,1%,0.4%,-1%,5,-6,-6,0
CCCCNc1ccc(C(CC(N)=O)NC(=O)c2cc(C)cc(C)c2)cc1[N+](=O)[O-] (configuration not stated),7%,-8%,-9%,-1%,/,0.5%,1%,9,-15,2,1
CCn1nnnc1SCCSc1nnnn1CC,-11%,-28%,?,10%,1%,-0.2%,-1%,-7,2,-11,4
COc1ccccc1CNC(=O)CSc1nc2nc(C)cc(C)n2n1,/,16%,-1%,4%,-1%,-0.9%,1%,8,4,3,/
Cc1nn(Cc2ccccc2)c(C)c1NC(=O)Cn1nc([N+](=O)[O-])c(Cl)c1C,8%,2%,10%,-2%,-4%,-0.3%,1%,-4,-2,5,-2
CCc1nc2cc(Cl)c(Cl)cc2nc1CC,2%,-12%,-1%,-3%,-1%,-0.3%,-3%,-3,-4,-2,6
CN1C(=O)C(CC(=O)NCCc2ccccc2)N(NC(=O)c2cccc(F)c2)C1=S (configuration not stated),-6%,-1%,?,12%,-1%,-0.8%,-2%,4,-1,5,2
Cc1ccc(F)c([C@H]2[C@@H]3C=CCC[C@@]3(C)C(=O)N2Cc2ccccc2)c1,-5%,-7%,?,-3%,-3%,0.0%,3%,/,/,7,7
CCC(c1nnc(SCC(=O)Nc2cc(S(C)(=O)=O)ccc2Cl)n1Cc1ccccc1)N(C)C (configuration not stated),-21%,-1%,?,0%,-2%,-1.0%,-1%,0,-8,1,0
Cc1oc2c(C)c(O)ccc2c(=O)c1-c1ccc2ccccc2n1,/,-9%,-13%,-2%,0%,0.0%,0%,-9,-21,-1,-1
CCOC(=O)c1[nH]nc2c1C(=O)N(Cc1ccccc1)C2=O,-1%,6%,12%,-7%,-1%,-0.2%,-1%,-6,-3,-11,-3
CSc1nc2ccc(NS(=O)(=O)c3ccc4c(c3)OCCO4)cc2s1,0%,-5%,-4%,16µM*,1%,0.5%,-6%,-3,-14,12,1
Cc1ncsc1CCSc1n[nH]c(=O)n1-c1ccccc1,/,0%,17%,12%,0%,-0.3%,0%,-4,-1,8,4
C=CCNC(=S)NNc1nc2sc3c(c2c(=O)[nH]1)CC(C)(C)OC3,6%,6%,6%,-11%,0%,-0.6%,-1%,0,-21,?,1
COc1cc(NC(=O)CN2C(=O)CN(C)C2=O)c(C)cc1[N+](=O)[O-],-6%,-10%,5%,1%,11%,0.1%,-1%,-12,6,-18,1
COc1cccc(CN(C)C(=O)c2cc(COc3c(F)cccc3F)on2)c1,0%,-2%,0%,-1%,14%,0.1%,-8%,7,-4,-16,8
CC1(C)CC(=O)C2=C(C1)N(Cc1cccnc1)C(=O)C2(NC(=O)c1cccnc1)C(F)(F)F (configuration not stated),1%,-2%,-4%,-9%,-4%,0.4%,6%,-1,6,-15,1
CCc1nnc(NC(=O)CCC(=O)NCCc2ccc(OC)c(OC)c2)s1,-1%,-10%,-1%,-1%,-2%,-0.4%,4%,-26,-3,13,2
O=C(C[n+]1ccc(C(=O)N/N=C/c2ccc(Cl)cc2Cl)cc1)c1ccccc1,-10%,-13%,6%,-2%,-2%,0.0%,2%,7,1,-2,-3
O=C(CNC(=O)c1ccccc1)OCC(=O)c1cccs1,-1%,6%,9%,1%,-2%,-0.1%,-1%,5,35,4,2
CCCC(C(=O)NCc1ccco1)N(C(=O)CNS(=O)(=O)c1ccc(Cl)cc1)C1CCCC1 (configuration not stated),4%,-32%,?,-1%,0%,-0.2%,-2%,2,-14,-11,-4

# Five entries picked at random from those above:
SMILES,uPA generation,Eya2 inh,BCR signal inh,PKM2 activator,GALK inhibitor,B2AR arrestin,USP2a block,hERG WT inh,KCNH2 3.1 block,Giardia killer,FBPA coupling cs
Cc1ccc(F)c([C@H]2[C@@H]3C=CCC[C@@]3(C)C(=O)N2Cc2ccccc2)c1,-5%,-7%,?,-3%,-3%,0.0%,3%,/,/,7,7
CC(OC(=O)c1cccs1)C(=O)NCc1cccs1 (configuration not stated),0%,-1%,?,3%,1%,0.4%,-1%,5,-6,-6,0
CCn1nnnc1SCCSc1nnnn1CC,-11%,-28%,?,10%,1%,-0.2%,-1%,-7,2,-11,4
CC1(C)CC(=O)C2=C(C1)N(Cc1cccnc1)C(=O)C2(NC(=O)c1cccnc1)C(F)(F)F (configuration not stated),1%,-2%,-4%,-9%,-4%,0.4%,6%,-1,6,-15,1
CCc1nc2cc(Cl)c(Cl)cc2nc1CC,2%,-12%,-1%,-3%,-1%,-0.3%,-3%,-3,-4,-2,6
